V1R ag counter = counter-screen for oxytocin receptor agonists: human V1a receptor agonists; AID 2797; CHO-V1R cells, Fluo-8 calcium fluorescence, agonist mode; 0% DMSO, 100% 3 nM vasopressin; P37288; activation, % at 3 µM; 320,000 tested, 0.25% active;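 active = activation above the mean activation of all tested compounds plus 3 SD, per screening run, cut at about 20% in these data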;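 note: signal is peak over basal fluorescence ratio across a 100 second FLIPR read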
GalR3 antag = antagonists of human GalR3; O60755; HEK293 GalR3-CNG cAMP membrane potential fluorescence; galR3 body fused to GalR1 C-terminus; inhibition, % at 3 µM; 360,000 tested, 0.44% active; AID 651719;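 active = inhibition above the screen-wide average plus 3 SD, cut at about 13% in these data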;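 note: forskolin and galanin both at EC90 stimulate the cells; cAMP rise reported by CNG channel membrane potential dye signal; 0% = forskolin plus galanin with DMSO and 100% = forskolin alone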
Target sequence (O60755 1-299 limits assumed): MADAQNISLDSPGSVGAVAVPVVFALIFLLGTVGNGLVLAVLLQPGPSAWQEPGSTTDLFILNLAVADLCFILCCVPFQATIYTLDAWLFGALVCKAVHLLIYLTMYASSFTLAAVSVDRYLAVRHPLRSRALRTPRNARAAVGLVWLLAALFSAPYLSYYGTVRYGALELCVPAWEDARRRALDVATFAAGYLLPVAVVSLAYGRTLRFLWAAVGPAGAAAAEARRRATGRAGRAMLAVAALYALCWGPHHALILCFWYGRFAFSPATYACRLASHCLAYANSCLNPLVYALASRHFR
VIM-2 inh = inhibitors of Pseudomonas aeruginosa VIM-2 metallo-beta-lactamase; inhibition, % at 5.6 µM; purified VIM-2, nitrocefin hydrolysis, epi-absorbance fluorescence; 290,000 tested, 0.89% active;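 active = inhibition above the mean of all tested compounds plus 3 SD, cutoff set per screening run, cut at about 7.5% in these data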;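 note: red hydrolysis product quenches plate fluorescence so inhibitors raise well fluorescence; 0% = enzyme with DMSO and 100% = DMSO without enzyme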
IMP-1 inh = inhibitors of Pseudomonas aeruginosa IMP-1 metallo-beta-lactamase | purified IMP-1, nitrocefin hydrolysis, epi-absorbance fluorescence | inhibition, % at 5.6 µM | 290,000 tested, 0.45% active | AID 1556;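 active = inhibition above the mean plus 3 SD of all compounds in the same screening run, cut at about 4.5% in these data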;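 note: 0% = IMP-1 with DMSO and 100% = DMSO wells lacking enzyme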
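Assay system: purified IMP-1; Quantity: IMP-1 0.2 nM before substrate addition; Medium: HEPES buffer pH 7.1 with ZnSO4 and Brij 35; Incubation: 15 min enzyme–compound preincubation, then 25 min nitrocefin reaction, 25 °C; Signal: fluorescence quenching readout, ex 480/em 530 nm; Controls: DMSO with and without IMP-1; Repeats: singlicate testing.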
DNA FID counter = counter-screen for HCV NS3 helicase inhibitors: DNA intercalator displacement. DNA fluorescent intercalator displacement, fluorescence. inhibition, % at 7.9 µM. 290,000 tested, 0.17% active. AID 1845; in the data active = inhibition above about 37%;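 note: 0% = vehicle and 100% = reference compound; higher means more ethidium bromide displaced from hairpin DNA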
OXTR ag = agonists of human oxytocin receptor; activation, % at 3 µM; CHO-OTR cells, Fluo-8 calcium fluorescence; normalized: DMSO 0%, oxytocin 100%; 320,000 tested, 0.32% active; AID 2435; P30559;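 active = activation above the mean of all tested compounds plus 3 SD, cutoff set per screening run, cut at about 20% in these data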;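 note: peak over basal fluorescence ratio from a 100 s FLIPR kinetic read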
Target sequence (P30559 whole entry, looked up): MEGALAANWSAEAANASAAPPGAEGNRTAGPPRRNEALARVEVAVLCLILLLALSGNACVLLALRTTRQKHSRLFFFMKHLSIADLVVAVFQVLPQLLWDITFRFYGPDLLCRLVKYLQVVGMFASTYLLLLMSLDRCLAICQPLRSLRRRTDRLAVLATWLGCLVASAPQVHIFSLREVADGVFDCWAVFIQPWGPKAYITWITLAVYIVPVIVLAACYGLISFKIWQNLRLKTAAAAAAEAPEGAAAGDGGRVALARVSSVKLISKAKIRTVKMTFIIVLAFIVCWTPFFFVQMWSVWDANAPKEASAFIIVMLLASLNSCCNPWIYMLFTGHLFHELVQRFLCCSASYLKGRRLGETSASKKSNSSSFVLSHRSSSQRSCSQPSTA
GPR7 antag = blocks human GPR7 receptor signaling | 290,000 tested, 1.1% active | inhibition, % at 4.4 µM | GPR7-expressing cells, fluorescence antagonist assay | P48145; in the data active = inhibition above about 16%, passing the limit was not always enough;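 note: cells stimulated with the agonist NPW; 0% = agonist with vehicle and 100% = vehicle without agonist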
Target sequence (P48145 whole entry, looked up): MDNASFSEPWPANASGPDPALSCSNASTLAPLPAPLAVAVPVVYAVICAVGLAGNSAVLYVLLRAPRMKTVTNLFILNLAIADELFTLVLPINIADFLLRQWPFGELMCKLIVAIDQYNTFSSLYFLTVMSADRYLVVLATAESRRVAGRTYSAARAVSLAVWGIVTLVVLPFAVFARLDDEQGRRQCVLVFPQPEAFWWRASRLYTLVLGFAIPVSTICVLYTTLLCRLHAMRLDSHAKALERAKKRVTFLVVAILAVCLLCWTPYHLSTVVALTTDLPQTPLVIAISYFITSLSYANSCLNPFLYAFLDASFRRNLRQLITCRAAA
HCV NS3 hel inh = HCV NS3 helicase inhibition. NS3 helicase DNA unwinding, Cy5 molecular beacon fluorescence. inhibition, % at 10.9 µM. 290,000 tested, 0.56% active;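 active = inhibition above the mean of all tested compounds plus 3 SD, set per campaign, cut at about 35% in these data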;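 note: 0% = DMSO wells and 100% = thioflavine S control wells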
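System: HCV NS3 helicase fragment; control set: DMSO and thioflavine S; technique: Cy5 fluorescence at 0 and 60 min, beacon hairpin quenching; reagent: beacon DNA duplex substrate plus ATP; replicates: singlicate; schedule: 1 h reaction at 25 °C, ATP-initiated; medium: MOPS buffer pH 6.5 with MgCl2, DTT, Tween20, BSA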
PHOSPHO1 block = PHOSPHO1 (human) inhibition. recombinant PHOSPHO1, absorbance phosphatase assay. inhibition, % at 13.3 µM. 290,000 tested, 1.1% active; in the data active = inhibition above about 60%
* marks the source's active call; other numbers are inactive results; · = not tested or not shown; & = joins results of further samples.

Order of values: GalR3 antag	V1R ag counter	VIM-2 inh	OXTR ag	HCV NS3 hel inh	GPR7 antag	DNA FID counter	IMP-1 inh	PHOSPHO1 block
- CC(=O)Nc1ccc(S(=O)(=O)NCC(=O)OCC(=O)NC(=O)c2cccn2C)cc1
  -7	0.4	1.3	0.0	-4	-8	0	-1.4	30
- CS(=O)c1ccccc1COC(=O)Nc1cccc(Cl)c1 (stereo unspecified)
  -5	9.7	-0.4	6.0	-8	5	-6	-0.5	8
- O=c1oc2cc(O[C@@H]3OC[C@@H](O)[C@H](O)[C@H]3O)ccc2c2ccccc12
  -7	1.8	16*	0.2	-4	-12	-4	-2.0	51
- COc1ccccc1NC(=O)C(C)N(C)CCOc1ccccc1 (stereo unspecified)
  -4	-0.4	-1.1	-0.2	5	16	-17	-0.3	32
- O=C(Nc1ccccc1)N1CCCC1c1cccs1 (stereo unspecified)
  -1	0.8	-2.6	0.0	-3	-11	-4	-2.3	20
- CC(=O)c1ccc(Oc2ccc(C(=O)c3ccc(C)c(C)c3)cc2[N+](=O)[O-])cc1
  -1	0.2	-1.9	0.1	5	-5	3	0.2	-5
- O=C(CSC1=NCCS1)N1CCCCCC1
  0	0.3	-3.1	1.2	-1	-3	0	-2.8	10
- CCOC(=O)C1(CCOc2ccccc2)CCN(Cc2cc(OC)cc(OC)c2)CC1
  -6	6.8	1.0	5.2	-69	15	18	-0.3	30
- COc1ccc(/C=N/Nc2nc(-c3cccc(S(=O)(=O)N4CCCC4)c3)cs2)cc1OC
  -11	-0.9	-1.4	-1.4	4	-7	-11	-0.6	-21
- Cc1cc(NCc2ccccc2)nc(-c2ccccc2O)n1
  -7	0.2	-1.6	-1.1	-16	-4	-1	-4.6	-2
- Cc1ccc(CN2CCN(/N=C/C=C/c3ccccc3[N+](=O)[O-])CC2)cc1
  -5	-0.8	-5.2	-1.4	-17	-1	1	-1.6	48
- COC(=O)C(=Nc1ccccc1)/C(C(=O)C(=O)N(C)c1ccccc1)=C(\O)c1ccc(Cl)cc1
  -5	0.9	1.5	0.3	20	-3	-9	-4.9	20
- CN1CC2(Cc3c1ccc1ccccc31)C(=O)OC(C)(C)OC2=O
  -3	-0.8	4.8	-0.1	7	-6	0	1.7	18
- Cc1ccc(N=Nc2c(O)n(CN3CCOCC3)c3ccccc23)cc1
  ·	-0.5	-0.8	-1.8	-1	-15	-1	-1.6	11
- COc1cc(NC(=O)COc2ccccc2C)ccc1NC(=O)c1ccco1
  -5	0.4	-0.1	-1.3	-2	-9	-44	-2.1	·
- O=C(NCc1ccccc1)c1ccc(Cl)c(NC2=NC3CS(=O)(=O)CC3S2)c1 (stereo unspecified)
  ·	1.4	-2.3	-0.9	12	-11	-6	-2.2	18
- Cn1c(N)c(C(=O)COC(=O)CCCc2c[nH]c3ccccc23)c(=O)n(C)c1=O
  -4	3.0	4.9	1.0	-2	-9	-8	-1.2	11
- Cc1ccccc1Nc1scc(-c2ccc(Br)cc2)[n+]1-c1ccccc1C
  -1	0.8	0.3	-0.8	4	7	0	-1.8	20
- COCC(C)NC(=O)/C(=C/c1ccccc1)c1ccccc1 (stereo unspecified)
  0	-0.9	-2.3	-1.9	2	-13	-14	-2.0	43
- CCOc1ccc(Br)cc1CNc1ccc2c(c1)OCCO2
  -5	-1.7	-0.9	-2.2	9	-6	-8	-1.9	34
- CCOc1nc(C)ccc1-c1noc(-c2ccco2)n1
  -6	-0.7	0.3	-1.9	2	-2	-6	-2.1	0
- COc1ccc(CC(NC(C)=O)C(=O)NC2CCN(c3c(Cc4ccccc4)c(C)nc4ncnn34)CC2)c(OC)c1 (stereo unspecified)
  -2	0.3	-0.9	0.1	-3	0	-57	-2.8	-28
- Cc1onc(-c2ccccc2Cl)c1C(=O)NC(=S)Nc1ccccc1C(N)=O
  -8	0.5	0.2	-0.3	2	4	-7	-5.6	-2
- COc1ccc(N=Cc2c(O)[nH]c3ccccc23)cc1
  -1	-0.8	-1.3	-2.7	-10	-12	-9	-3.2	49
- COC(=O)C1=CN(Cc2ccc(OC)c(OC)c2)C=C(C(=O)OC)C1c1ccc(F)cc1
  -8	-0.1	0.2	-0.9	-23	-15	-37	0.2	34
- Nc1ncnc2c1ncn2CCNCCc1ccccc1
  -4	10	-4.6	-0.4	3	-11	1	-2.1	-40
- Cc1ccc(S(=O)(=O)Cn2nnnc2C(CC(C)C)N2CCN(c3ccccc3)CC2)cc1 (stereo unspecified)
  -3	-1.1	-2.6	-1.2	1	3	-2	-1.9	-4
- Nc1ncnc2c1ncn2[C@@H]1O[C@H](COP(=O)(O)O)[C@@H](O)[C@H]1O
  8	2.0	-0.6	1.1	-6	-15	3	-4.0	25
- Cc1ccc(NC(=O)COC(=O)c2cccc3c(=O)c(C)c(-c4ccccc4)oc23)cc1
  -4	0.4	2.0	0.7	-4	-3	-7	-1.7	6
- CCOC(=O)COc1ccc([N+](=O)[O-])cc1
  -3	0.9	-0.3	-1.2	7	5	-1	-2.6	1
- CCCOc1ccc(C(=O)NCCN2CCOCC2)cc1
  -3	0.4	-1.4	-0.6	2	-10	-1	-3.5	8
- COc1ccccc1C(=O)Nc1ccc2c3c(cccc13)CC2
  -1	-1.1	-2.2	-2.1	1	-15	-2	-0.9	-2
- O=C(/C=C/c1cccc(F)c1)N1CCN(c2ncccn2)CC1
  -8	0.3	-0.9	0.5	3	-10	-21	-2.9	17
- CN1CCN(Cc2nc3ccccc3c(=O)n2Cc2nc(-c3ccc([N+](=O)[O-])cc3)cs2)CC1
  -4	0.3	-1.1	0.5	-67	13	15	-2.8	-19
- N#C/C(=C\c1ccccc1C(F)(F)F)C(=O)Nc1ccccc1F
  0	1.0	0.3	0.1	4	-6	1	-2.5	4
- CCCCC(c1nnnn1CCOC)N1CCN(C)CC1 (stereo unspecified)
  1	0.7	-0.5	0.7	-3	-9	1	-3.1	26
- C/C(=N/Nc1ncc(Br)cn1)c1ccc(Br)cc1
  -13	-1.2	0.8	-2.1	10	-2	-8	-0.8	-21
- C=CCn1cnc2sc(C(=O)Nc3ccccc3OC)c(C)c2c1=O
  -2	0.2	-1.3	0.1	-9	2	4	0.5	20
- Cc1[nH]c2ccccc2c1-c1nc2ccccc2[nH]1
  -2	1.3	0.6	1.2	0	-1	12	-2.2	-26
- O=[N+]([O-])c1ccc(N2CCN(C(=S)Nc3ccccc3)CC2)cc1
  -6	6.5	-4.0	6.2	1	-11	3	-3.7	-26
- Cc1c(C#N)c(N)nc2c3c(sc12)NC(=O)CC3c1ccc(F)cc1 (stereo unspecified)
  6	0.5	-0.8	-0.2	-2	-4	0	1.5	-3
- CCOC(=O)Cn1c(-c2ccccc2)nc2ccccc2c1=O
  -7	-0.8	-3.3	-0.8	-8	2	-14	-2.6	6
- CC(=O)c1ccc(NC(=O)Cn2nc(C)cc2C)cc1
  -5	0.3	-3.4	0.6	15	-5	5	-4.8	45
- COc1ccc2c(c1)c(CC(=O)Nc1ccccc1OC)c(C)n2C(=O)c1ccc(Cl)cc1
  -5	1.8	-3.3	-1.2	9	3	-10	-3.8	-21
- CCC1C(=O)N=C(SCC(=O)Nc2cccc3ccccc23)NC1=O (stereo unspecified)
  -6	0.1	-1.2	0.0	-9	7	0	0.4	0
- Cc1ccc(-n2c(O)c(/C=N/n3cnnc3)c3ccccc3c2=O)cc1
  -10&-7	0.8&0.8	-2.3&-1.9	0.2&-0.2	9&13	-15&-6	-15&-12	-1.4&-1.0	35&22
- CC(=O)Nc1ccc(SCc2csc(C)n2)cc1
  -4	0.4	-2.8	-0.2	-3	5	-5	-1.7	-8
- CC(C)Nc1nnc(Sc2ccc(Cl)cc2[N+](=O)[O-])s1
  -1	0.8	-2.9	-2.3	4	-7	2	-3.5	-17
- COc1ccc2cc(C(=O)C3CCCN(C(=O)CCc4ccccn4)C3)ccc2c1 (stereo unspecified)
  -4	3.3	2.1	0.1	-13	7	-21	-2.9	2
- Cc1ccccc1C(=O)NC(=S)Nc1ccc2[nH]c(=O)[nH]c2c1
  1	0.0	0.1	-0.7	2	-2	-10	-0.4	8
- CSc1ccccc1OCc1cc(C(=O)N(C)CCn2nc(C)cc2C)no1
  3	-0.4	-0.4	-1.0	-2	1	-61	-1.0	36
- CC(=O)c1ccc(-n2c(CCC(=O)O)ccc2-c2ccc(Cl)cc2)cc1
  -11	0.8	1.1	2.6	1	-26	-24	-1.6	38
- CCCCN(CC)S(=O)(=O)c1ccc2c(c1)n(C)c(=O)c(=O)n2C
  -5	0.2	-1.5	1.5	-6	-8	-2	-0.9	-11
- COc1ccc(-c2cc(C(F)(F)F)nc(SCC(=O)Nc3ccc4c(c3)OCO4)n2)cc1OC
  -4	-0.5	-3.3	-1.1	-17	-14	-5	-3.8	-8
- O=C(NCCCN1CCOCC1)c1cc2c([nH]c3ccccc32)c(-c2cccc(Br)c2)n1
  -7	0.0	12*	2.1	-111	-2	3	-3.2	13
- CCCCCn1c(N2CCCC2)nc2c1c(=O)n(C)c(=O)n2C
  -8	-1.2	0.9	-1.1	3	-4	-32	-2.1	14
- C1CCc2nnc(-c3nnc4n3CCCCC4)n2CC1
  -1	-0.7	-3.1	0.1	6	-7	-3	-5.0	30
- CCOC(=O)C1=C(N)n2c(s/c(=C\c3cccs3)c2=O)=C(C(=O)OCC)C1c1cccs1 (stereo unspecified)
  0	1.4	-3.9	4.6	16	-3	1	-0.8	17
- CC(=O)C1=C(O)C(=O)N(c2ccc(Br)cn2)C1c1ccc(Br)cc1 (stereo unspecified)
  2	0.4	-4.8	-0.1	24	-9	-25	-2.7	20
- S=c1[nH]nc(-c2cccs2)n1/N=C/c1cn(-c2ccccc2)nc1-c1ccccc1
  3	-1.1	-0.9	-1.6	22	-4	-10	-1.7	-84

The list goes on:
Order of values: GalR3 antag	V1R ag counter	VIM-2 inh	OXTR ag	HCV NS3 hel inh	GPR7 antag	DNA FID counter	IMP-1 inh	PHOSPHO1 block
- CCCOc1ccc(C(=O)N(Cc2cccs2)C2CCS(=O)(=O)C2)cc1 (stereo unspecified)
  -2	7.1	-0.8	-0.3	1	8	-37	-0.3	37
- COc1ccc(/C=C2\SC(=S)N(NC(=O)c3csc4c3CCCC4)C2=O)cc1
  0	1.6	-3.6	0.7	5	-5	5	-1.5	72*
- Cc1nn(S(=O)(=O)c2ccc(C(C)C)cc2)c(C)c1S(=O)(=O)N1CCOCC1
  3	0.1	-3.5	-0.6	4	-5	5	-2.6	40
- COc1ccc(-c2nc(C(=O)O)cs2)cc1OC
  -2	1.1	1.0	0.5	-12	-6	3	-0.4	4
- O=C(c1ccc(Cl)cc1)N1CCCCC(Cl)C1=O (stereo unspecified)
  0	-0.3	-2.2	-1.5	21	-13	2	-2.2	8

Assay outcomes from PubChem.
